Source: PubChem
LGR2 antag: blocks bursicon-induced cAMP signaling via Drosophila LGR2; 380,000 compounds, 0.35% hits; HEK293 LGR2, CRE-luciferase, bursicon-stimulated, 4 h; AID 720647; inhibition, % at 9.99 µM;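 active = drop in luminescence signal, shown as inhibition above about 50% in the replicate tests, limit read from the data, passing the limit was not always enough; inconclusive = probably only some replicates passing the limit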;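 note: agonist challenge used bursicon conditioned medium at about half maximal strength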
DENV2 CPE rescue: protects cells from dengue virus 2 cytopathic effect | AID 651640 | 350,000 compounds, 1.7% hits | DENV2-infected cells, cytopathic effect rescue, plate reader | CPE inhibition, % at 9.99 µM; in the data active = CPE inhibition above about 20%, passing the limit was not always enough; inconclusive = no clear call, values can overlap the other calls; tested in BHK-21 cells;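 note: 0% = median of neutral control wells and 100% = median of positive control wells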
SIRT5 block: sirtuin-5 (human) deacylase inhibition; Q9NXA8; Purified SirT5, succinyl-peptide AMC, trypsin-coupled fluorescence; inhibition, % at 15 µM; 330,000 compounds, 1.1% hits; in the data active = inhibition above about 15%; inconclusive = no clear call, values can overlap the other calls
Target sequence (Q9NXA8 whole entry, looked up): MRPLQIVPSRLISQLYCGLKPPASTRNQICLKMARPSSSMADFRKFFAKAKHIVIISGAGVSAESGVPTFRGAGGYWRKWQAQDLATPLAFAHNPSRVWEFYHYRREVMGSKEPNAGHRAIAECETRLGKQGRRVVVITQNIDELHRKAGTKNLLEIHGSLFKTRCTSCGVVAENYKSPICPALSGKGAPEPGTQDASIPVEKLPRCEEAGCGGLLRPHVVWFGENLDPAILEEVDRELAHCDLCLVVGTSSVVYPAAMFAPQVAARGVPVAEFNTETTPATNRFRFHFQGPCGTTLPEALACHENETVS
Casp6 inh: inhibitors of human caspase-6 | P55212 | purified caspase-6, Z-VEID-R110 cleavage fluorescence | AID 686996 | inhibition, % at 12.5 µM | 350,000 compounds, 0.53% hits;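 active = mean inhibition across replicates at least about 35%, with every replicate also reaching that limit, limit read from the data; inconclusive = only one of the two criteria met; inactive = neither criterion met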;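 note: 0% = median of neutral control wells and 100% = no fluorescence left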
Target sequence (P55212 24-179 limits assumed): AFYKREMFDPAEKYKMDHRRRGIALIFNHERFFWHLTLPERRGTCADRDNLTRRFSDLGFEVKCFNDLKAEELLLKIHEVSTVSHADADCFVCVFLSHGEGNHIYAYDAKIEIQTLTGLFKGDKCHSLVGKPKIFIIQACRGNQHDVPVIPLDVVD
Target sequence (P55212 194-293 limits assumed): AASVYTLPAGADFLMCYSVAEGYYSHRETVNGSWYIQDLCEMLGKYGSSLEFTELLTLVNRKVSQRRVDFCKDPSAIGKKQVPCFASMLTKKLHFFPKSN
ARNT-TACC3 inh: disruptors of human ARNT/TACC3 interaction; Q9Y6A5; AlphaScreen His-ARNT PAS-B/GST-TACC3 binding, luminescence; TACC3 fragment carries E629A point mutation; inhibition, % at 9.99 µM; 390,000 compounds, 0.66% hits; AID 623870;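 active = mean inhibition of replicates at least 50% and at least half of replicates each reaching 50%; inconclusive = half or more replicates reach 50% but mean below 50%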;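 note: 0% = complete ARNT plus TACC3 wells and 100% = ARNT alone without TACC3; many hits fall short of the cut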
EWS-Fli block: blocks EWS/Fli oncoprotein-driven transcription; AID 651661; A673 NR0B1-luciferase reporter, viability-normalised; inhibition, % at 12.6 µM; 350,000 compounds, 0.67% hits;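 active = mean inhibition of at least 50% after viability correction, with every replicate also passing that limit; inconclusive = mean reaches 50% but only one of two replicates passes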;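 note: firefly luciferase signal divided by Alamar Blue viability fluorescence both relative to DMSO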
PAX8 reporter: PAX8 transcriptional activity inhibition | RMG-I TPO-luciferase reporter, SteadyGlo, 24 h | inhibition, % at 12.6 µM | 360,000 compounds, 1.2% hits | AID 652154;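 active = mean replicate inhibition at least 60% with every replicate also reaching 60%; inconclusive = only one of the two criteria is met; inactive = mean below 60% and not all replicates reaching 60%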;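 note: luciferase light reporting Pax8 driven TPO promoter activity; plate controls were median of neutral control wells for no effect and mitoxantrone controls for full effect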
Active calls of the source: *; ? = inconclusive; . = no result given; & = joins results of further samples.

SMILES	LGR2 antag	DENV2 CPE rescue	SIRT5 block	Casp6 inh	ARNT-TACC3 inh	EWS-Fli block	PAX8 reporter
Cc1ccccc1S(=O)(=O)N1C[C@@H]2N[C@H](C1)C2c1ccc(-c2ccc(C#N)cc2)cc1 (some centres undefined)	-3&27	-1&-1	11&6	-5&-1	.	-8&24	35&39
CCCC(=O)Oc1c(S(=O)(=O)c2ccc(C)cc2)c(C)nn1C(C)(C)C	3	7	-2	-1	8	5	10
Cc1ccc(C)c(N=Nc2ccc(O)c3ncccc23)c1	52*	.	.	.	23	.	-7
CC(CCN1CCN(c2ccc(F)cc2)CC1)c1ccccc1 (centres undefined)	8	4	-5	3	2	16	11
O=C(c1ccncc1)N1CCCCN2[C@H](CO)[C@H](c3ccc(-c4ccccc4)cc3)[C@@H]2C1	8	.	.	.	1	-5	1
O=C(c1cccc(Cl)c1)N1CCN(c2ncnc3c2cnn3-c2ccccc2)CC1	11	2	1	-3	0	6	-8
Cc1ccccc1Oc1ccc2c(c1)[C@@H]1C[C@H](N(C)C(=O)c3cccnc3)[C@H]([C@H](C)O)C(=O)N1CC2	19	-7	-2	2	.	-8	8
N#Cc1cccc(C(=O)NCC2CCN(C(=O)C(=O)c3cc4ccccc4o3)CC2)c1	-1	-8	.	-7	.	-4	-5
CCOc1ccccc1CNC(=O)C1CCCN(c2nn3c(=O)cc(C)nc3s2)C1 (centres undefined)	12	7	-2	-1	-3	-10	7
Cc1cc(OCC(=O)Nc2ccc(F)c(F)c2)nc(C(C)C)n1	-10	-1	-2	-2	-2	2	.
C[C@@H]1CN([C@@H](C)CO)C(=O)c2cc(NC(=O)Nc3ccc(C(F)(F)F)cc3)ccc2O[C@@H](C)CCCCO[C@@H]1CN(C)C(=O)NC1CCCCC1	25	60*	2	-1	0	-2	39
Cc1ccc(NC(=O)C(C)c2cccc(C(=O)c3ccccc3)c2)cc1O (centres undefined)	.	-4	-2	1	3	-3	8
C[C@@H]1CN([C@H](C)CO)C(=O)c2ccccc2-c2ccccc2CO[C@H]1CN(C)C(=O)c1cc(Cl)cc(Cl)c1	1	29*	5	1	.	-1	2
Cc1ccc(-c2cnc3c(c2)C(=O)N([C@@H](C)CO)C[C@H](C)[C@@H](CN(C)C)O3)cc1	-4	18	-1	2	-3	-5	.
N#C[C@@H]1[C@H](c2ccccc2-c2ccc(F)cc2)[C@@H](CO)N1c1ncc(-c2ccccc2)s1	22	0	-6	0	.	-4	-1
CC(=O)N(C)C[C@@H]1Oc2ncc(-c3cccc(F)c3)cc2C(=O)N([C@H](C)CO)C[C@@H]1C	20	-10	-1	0	-8	-5	.
O=C(c1ccccc1NS(=O)(=O)c1ccc(F)cc1)N1CCc2ccccc21	11	.	.	.	1	.	11
COCC(=O)N1CC(=O)N2[C@H](CO)[C@H](c3ccc(C#CC4CC4)cc3)[C@H]2C1	-1	-2	5	1	.	-21	-13
COC(=O)c1ccc(NC(=O)CCN2CCCCC2)cc1	5	.	.	.	-3&1	.	14
Cc1ccc(S(=O)(=O)Nc2ccc3c(c2)C(=O)N([C@@H](C)CO)C[C@@H](C)[C@H](CN(C)C(=O)CCC(F)(F)F)OCCCC[C@@H](C)O3)cc1	-2	-3	-3	2	1	-9	-15
COc1cccc(NC(=O)N[C@H]2CC[C@@H](CC(=O)N3CCCCC3)O[C@H]2CO)c1	-10	6	0	5	-9	7	4
CCS(=O)(=O)N1CCCCN2[C@H](CO)[C@@H](c3ccc(-c4ccccc4F)cc3)[C@H]2C1	26	18	5	-2	-15	1	14
CC(C)Oc1ccc(/C=C(/NC(=O)c2ccccc2)C(=O)NCCC(=O)O)cc1	-25	-8	0	3	-4	-4	-5
Cc1ccc(C#N)c(SCC(=O)Nc2nccs2)n1	-31	-3	0	27	-3	15	-77
CCc1cccc(CC)c1-n1c(SCC(=O)N2CCc3ccccc32)nc(O)cc1=O	5	20	1	2	3	12	26

The final 2 records of the section above are carried over, then new ones follow.
SMILES	LGR2 antag	DENV2 CPE rescue	SIRT5 block	Casp6 inh	ARNT-TACC3 inh	EWS-Fli block	PAX8 reporter
Cc1ccc(C#N)c(SCC(=O)Nc2nccs2)n1	-31	-3	0	27	-3	15	-77
CCc1cccc(CC)c1-n1c(SCC(=O)N2CCc3ccccc32)nc(O)cc1=O	5	20	1	2	3	12	26
O=C(Nc1ccccc1F)N1CC(=O)N2[C@H](CO)[C@@H](c3ccc(-c4cccnc4)cc3)[C@@H]2C1	4	-4	1	-1	.	3	.
O=C(NNS(=O)(=O)c1ccccc1)C1CCCCC1	6	-4	-2	-5	1	4	-5
CN(C(=O)CC(=O)Nc1ccc(Cl)c(Cl)c1)c1ccccc1	0	-4	-1	0	-13	-8	5
O=C(N/N=C/c1ccc(OCC(=O)N2CCOCC2)cc1)c1ccccc1Cl	-12	-4	7	.	6	-8	-9
Cc1cc(S(=O)(=O)NC(=O)[C@H]2O[C@@H](n3cnc4c(N)ncnc43)[C@H](O)[C@@H]2O)ccc1Br	2	-2	0	-1	.	8	-11
COc1ccc(C(=O)Nc2nc(C)c(C(C)=O)s2)cc1S(=O)(=O)N1CCOCC1	-9	19	-4	-3	1	5	7
COCc1ccc(C(=O)N2CCCC(C(=O)c3cccc(C(F)(F)F)c3)C2)o1 (centres undefined)	5	4	-1	1	23	-11	10
O=C(C[C@H]1CC[C@@H]2[C@H](COC[C@H](O)CN2Cc2ccc3c(c2)OCO3)O1)N1CCCCC1	-7	3	1	1	5	-6	5
COc1ccc(/C(C)=N/NC(=O)CNC(=O)c2cccnc2)c(OC)c1	2	-5	-3	-5	-1	5	-15
O=C(Nc1ccccc1)N1C[C@@H]2[C@H](c3ccccc31)[C@@H](CO)N2C(=O)c1ccncc1	-15	2	4	1	.	-27	-41
N#CCC(=O)Nc1ccc(C(=O)OCC(=O)N(C2CCCCC2)C2CCCCC2)cc1	-2	1	-1	-3	-1	14	-2
Cn1cnc(S(=O)(=O)N2[C@@H]3CNC[C@H]2C3c2ccc(-c3ccccc3)cc2)c1 (some centres undefined)	-2&-3	9&-2	-1	-5&0	.	-3&0	-5
COc1ccc(Cc2nc3ccc(C(=O)NC4CCOC4)cc3o2)cc1 (centres undefined)	0	-2	1	0	-6	-3	-1
Cc1nc(Cl)c(C#N)c2c1CCCC2	10	-1	0	-1	-4	-6	-24
COCc1cc(C)nc2sc(C(=O)Nc3cccc(OC)c3)c(N)c12	-114	-4	0	-1	-43	-122	-87
CCC(C)[C@H]1COCCS(=O)(=O)N1Cc1ccc(Cl)cc1Cl (some centres undefined)	.	-2	-2	-2	-7	14	11
CC(=O)NC[C@@H]1[C@H](c2ccc(-c3ccccc3F)cc2)[C@H](CO)N1C(=O)C1CC1	-7	0	2	0	4	3	1
CCOC(=O)C1=CC[C@@H](c2ccccc2C(F)(F)F)N(S(=O)(=O)c2ccc(C)cc2)[C@H]1c1ccc(C#N)cc1	-5	-5	-5	-3	.	-5	-19
CCOC(=O)[C@]12CCCC=C1N(Cc1ccc(Cl)cc1Cl)C(=O)[C@H](CC(=O)NCC13CC4CC(CC(C4)C1)C3)C2	19	.	.	-5	.	11	-22
O=S(=O)(NCC[C@H]1CC[C@H](NS(=O)(=O)c2ccccc2Cl)[C@@H](CO)O1)c1ccc(F)cc1	10	-20	-4	1	0	0	4
O=C(NCC[C@@H]1CC[C@H](NC(=O)C2CCOCC2)[C@H](CO)O1)c1ccc(F)cc1	8	2	8	0	.	6	3
CC(=O)NC(Cc1ccccc1F)C(=O)NC1CCN(C(=O)NCc2ccccc2)CC1 (centres undefined)	10	-2	0	.	-3	1	0
CN(CCC#N)C(=O)c1cc2c(Cl)nc3ccccc3c2s1	-12	8	-4	-1	2	-13	2
Cc1ccc2nc(-c3ccc(NC(=O)Cc4cccs4)cc3)[nH]c2c1	-55	4	0	-2	-2	-75	.
Cc1cc(C)c(NC(=O)Cn2cnc3c(oc4ccccc43)c2=O)c(C)c1	-72	2	-1	1	-15	-8	-5
SMILES	LGR2 antag	DENV2 CPE rescue	SIRT5 block	Casp6 inh	ARNT-TACC3 inh	EWS-Fli block	PAX8 reporter
Cc1ccc(C)c2c1c1ccccc1n2C	2	0	1	1	-3	9	-13
O=C(Cc1nc2ccccc2[nH]1)c1cccc([N+](=O)[O-])c1	?	0	0	2	-1	46	62*
CC(=O)O[C@@H]1C[C@@]2(C)[C@@H](CC[C@H]2[C@@H](C)/C=C\CC(C)C)C2=C[C@@H](O)[C@@]3(O)C[C@@H](O)[C@H](O)C[C@]3(CO)[C@]21O	.	18	-2	5	.	0	.
COc1cc(CNC2CCCCC2OC)cc(OC)c1 (centres undefined)	1	3	-5	-3	7	-2	13
CCOc1cc(/C=C2/N=C(C)C(C(=O)OC)=C2O)ccc1O	0	-1	4	-2	0	2	-4
CC1=NN(c2ccc(N)cc2)C(=O)C1	.	.	-2	5	.	.	-5
O=C(c1ccc2c(c1)OCO2)N1CC(=O)N2[C@H](C1)[C@@H](c1ccc(C#Cc3ccccc3)cc1)[C@@H]2CO	12	12	0	-1	.	4	.
CN(C)C(=O)C[C@H]1CC[C@H]2[C@@H](COC[C@@H](O)CN2Cc2nccs2)O1	-51	?	-3	2	-2	-1	-3
C[C@H]1CN([C@@H](C)CO)S(=O)(=O)c2ccc(C3=CCCC3)cc2O[C@@H]1CN(C)C(=O)C1CCOCC1	-3	-14	-4	-3	5	5	-20
CN(C)S(=O)(=O)c1cccc(NC(=O)COC(=O)/C=C/c2ccco2)c1	3	.	.	.	10	.	16
Cc1ccc(S(=O)(=O)N(C)C[C@@H]2OCCCC[C@@H](C)Oc3ccc(NC(=O)NC(C)C)cc3C(=O)N([C@H](C)CO)C[C@@H]2C)cc1	-12	.	1	-2	-1	-9	-30
C[C@H](CO)N1C[C@H](C)[C@@H](CN(C)C(=O)Nc2ccc(F)cc2)Oc2ccc(NS(=O)(=O)c3ccccc3)cc2C1=O	-1	17	.	1	-11	.	-7
COc1ccc(Cc2nc(-c3ccc(Br)o3)no2)cc1OC	-49	-5	.	8	.	-28	-47
O=C(c1cn(Cc2ccccc2)nc1-c1ccc(Cl)cc1)N1CCN(c2ccccn2)CC1	2	-1	-4	7	.	12	32
NC(=S)N/N=C/c1cn(-c2ccccc2)nc1-c1cccnc1	4	-4	-2	-2	28	-47	-8
COc1cc2c(cc1OC)C(c1ccccc1)N(C(=O)c1ccco1)CC2 (centres undefined)	-32	-1	.	5	8	6	-4
CCCCCn1c(NC2CCCCC2)nc2c1c(=O)[nH]c(=O)n2C	-15	6	3	-1	0	6	24
C[C@H]1CN([C@@H](C)CO)C(=O)Cc2cc(NC(=O)Nc3ccc(F)cc3)ccc2O[C@H]1CN(C)S(C)(=O)=O	-9	-15	-4	0	-12	2	-10
c1ccc(-c2ccc([C@H]3[C@H]4CNC[C@@H]3N4Cc3cc(-c4ccccc4)on3)cc2)cc1	-13	?	.	.	.	58*	11
Cc1cccc(C(=O)Nc2ccccc2NC(=O)c2cccc(C)c2)c1	-14	4	-4	0	-6	10	-18
Cc1cc(C)cc(Cn2c(C)c(C(=O)N(C)Cc3ccc(F)cc3)sc2=O)c1	-2	9	.	3	.	0	7
Cc1ccc(-c2cnc3c(c2)C(=O)N([C@H](C)CO)C[C@@H](C)[C@@H](CN(C)C(=O)Cc2ccccc2)O3)cc1	-1&-3	?	5&3&0	1&1&-1	-5&-5	-2&-3&-7	-2
Cc1ccc(S(=O)(=O)N[C@@H]2C=C[C@H](CC(=O)N3CCN(c4ccccc4)CC3)O[C@@H]2CO)cc1	14	0	25*	-1	.	-1	6
CCCCn1c(N)c(N(CCOC)C(=O)CSc2n[nH]c(-c3ccc(OC)cc3)n2)c(=O)[nH]c1=O	-2	3	-2	-2	22	.	1
CCN(C(=O)CN1CCC(C)CC1)c1c(N)n(Cc2ccccc2)c(=O)[nH]c1=O	0	-4	0	2	0	-2	-28
CN(C)c1ccc(C(C(=O)NCC2CCCO2)N(Cc2ccccc2)C(=O)c2snc(C(N)=O)c2N)cc1 (centres undefined)	9	-4	1	0	2	6	24
CC(c1ccc2ccccc2c1)c1ccccc1C(=O)O (centres undefined)	2	-2	-3	-1	.	39	10
